# Assay outcomes (PubChem BioAssay)
# GPR151 ag: activates the human receptor GPR151; activation, % at 11.2 µM; hit rate 1% among 650,000; Q8TDV0; AID 1508602; PathHunter beta-arrestin GPR151 cells, luminescence; in the data active means activation above about 4.9%;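 further: 0% = median of compound wells and 100% = cells with positive control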
# Target sequence (Q8TDV0 whole entry, looked up): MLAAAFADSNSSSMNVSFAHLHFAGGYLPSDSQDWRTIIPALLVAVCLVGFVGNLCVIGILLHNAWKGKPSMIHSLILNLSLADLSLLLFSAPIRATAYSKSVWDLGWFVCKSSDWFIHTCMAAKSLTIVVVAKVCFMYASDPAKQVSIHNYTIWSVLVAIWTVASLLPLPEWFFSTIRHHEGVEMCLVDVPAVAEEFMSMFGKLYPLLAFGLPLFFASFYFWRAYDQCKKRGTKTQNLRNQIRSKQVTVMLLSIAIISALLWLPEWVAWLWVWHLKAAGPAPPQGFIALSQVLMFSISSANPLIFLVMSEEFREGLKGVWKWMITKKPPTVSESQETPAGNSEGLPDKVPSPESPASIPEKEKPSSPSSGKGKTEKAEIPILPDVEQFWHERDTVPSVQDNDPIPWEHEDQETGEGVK
# FBW7 activator: activators of human E3 ligase FBW7; normalized activity (activation), % at 26.1 µM; AID 1259310; AlphaScreen FBW7–phospho-cyclin E peptide binding, activator screen; Q969H0; hit rate 0.13% among 650,000; in the data active means normalized activity above about 1.9%;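 further: purified mutant Fbw7 with reduced substrate affinity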
# Target sequence (Q969H0 whole entry, looked up): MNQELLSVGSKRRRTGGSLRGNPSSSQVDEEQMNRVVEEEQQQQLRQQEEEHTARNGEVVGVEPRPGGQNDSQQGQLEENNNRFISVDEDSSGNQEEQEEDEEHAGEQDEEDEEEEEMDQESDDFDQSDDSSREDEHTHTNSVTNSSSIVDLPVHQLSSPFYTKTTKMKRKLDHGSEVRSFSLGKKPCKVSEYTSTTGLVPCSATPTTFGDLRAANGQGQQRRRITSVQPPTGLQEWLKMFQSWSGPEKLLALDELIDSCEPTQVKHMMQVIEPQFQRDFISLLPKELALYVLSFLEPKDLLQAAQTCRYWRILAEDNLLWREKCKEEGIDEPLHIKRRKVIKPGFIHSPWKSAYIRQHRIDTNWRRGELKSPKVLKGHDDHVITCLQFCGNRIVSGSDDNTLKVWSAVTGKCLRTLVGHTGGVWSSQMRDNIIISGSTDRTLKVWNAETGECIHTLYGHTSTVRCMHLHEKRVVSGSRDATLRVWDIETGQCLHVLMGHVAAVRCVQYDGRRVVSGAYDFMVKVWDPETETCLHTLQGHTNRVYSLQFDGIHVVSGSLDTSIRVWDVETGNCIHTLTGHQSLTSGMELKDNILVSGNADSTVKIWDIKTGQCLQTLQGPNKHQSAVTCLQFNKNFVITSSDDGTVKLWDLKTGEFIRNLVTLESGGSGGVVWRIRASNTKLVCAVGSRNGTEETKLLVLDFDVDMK
# MITF inh: blocks human microphthalmia-associated transcription factor | inhibition, % at 2.6 µM | O75030 | AlphaScreen MITF homodimerization, bead proximity signal | hit rate 0.91% among 650,000; in the data active means inhibition above about 50%;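 further: 0% = vehicle wells with protein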
# TEAD-YAP block: TEAD-YAP interaction inhibition; HEK-TIYL cells, TEAD-Gal4/YAP UAS-luciferase luminescence; inhibition, % at 9.12 µM; hit rate 1.4% among 640,000; AID 1259422; in the data active means inhibition above about 32%;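 further: 0% = median of test compound wells and 100% = reference inhibitor wells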
# Active calls of the source: *; . = not tested or not shown.
No.	Compound	GPR151 ag	FBW7 activator	MITF inh	TEAD-YAP block
1	COc1nccnc1NS(=O)(=O)c1ccc(NC(=O)CSC2NC(=O)C(C#N)=C(c3ccccc3)N2)cc1 (centres undefined)	-0.8	-0.1	9	-9
2	CCC(CO)NC(=O)c1cnc2sc3cc(OC)ccc3n2c1=O (centres undefined)	-0.9	0.4	13	5
3	CCc1ccc(CN2CCCC(CNS(=O)(=O)c3ccc(OC)cc3)C2)cc1 (centres undefined)	0.3	0.0	-1	4
4	COc1ccc(/C=N\NC(=O)Cc2cccn2C)cc1OCc1ccccc1	-0.9	-0.1	4	11
5	O=C(C1=C(O)C(=O)N(Cc2cccnc2)C1c1ccncc1)c1cccs1 (centres undefined)	1.0	0.1	3	0
6	COc1ccc(CNc2nc3nc4c(c(=O)n3[nH]2)CCC4)cc1	1.5	-0.1	-14	-1
7	O=C(Nc1ccc(Cl)cc1C(=O)O)c1ccc(N2C(=O)c3ccccc3C2=O)cc1	-0.3	0.6	16	-20
8	CCOC(=O)c1c(C)n(CC(O)CNC(C)C)c2cc(Br)c(OC)cc12 (centres undefined)	1.2	0.1	-3	-3
9	COc1ccc(CNc2nc(S(=O)(=O)c3ccccc3)c(Cl)s2)cc1OC	0.3	0.0	3	1
10	CCN1CCN(c2nc(-c3ccccc3)nc3ccccc23)CC1	0.5	-0.3	1	0
11	COC(=O)c1ccc(/C=N/NC(=O)COc2cccc(Cl)c2)cc1	1.7	0.0	4	-3
12	COc1ccc(/C=C/c2cc(O)cc(O)c2)cc1O	-4.5	.	-4	.
13	CCCCN1/C(=C/c2ccc3ccccc3[n+]2CC)Sc2cc(NC(C)=O)ccc21	0.5	-0.2	18	16
14	CC1=NN(c2cc(Cl)ccc2Cl)C(=O)C1	0.0	-0.2	-4	-1
15	O=[N+]([O-])c1ccc(CSc2nnc(-c3c[nH]c4ccccc34)o2)cc1	-1.4	-0.1	-2	-9
16	CCOC(=O)Nc1nnc(S(=O)(=O)N(CC(C)C)c2ccc(C)cc2)s1	-1.4	0.5	8	5
17	O=C(Cn1cnc2c(nnn2Cc2ccccc2F)c1=O)Nc1ccc(F)cc1F	-1.0	0.8	-1	5
18	O=C1C2CCCN2C(c2ccccc2[N+](=O)[O-])N1c1nccs1 (centres undefined)	-1.5	0.4	18	9
19	CCCSc1nc2c(c(=O)n1Cc1ccccc1)C(C)(C1CCCCC1)Cc1ccccc1-2 (centres undefined)	0.7	0.0	5	10
20	COc1cc(OC)cc(C2=NC3(CCCC3)NC2=S)c1	-0.1	-0.3	0	16
21	CCN(c1cccc(C)c1)S(=O)(=O)c1ccc2[nH]cc(C(=O)NCc3ccco3)c(=O)c2c1	0.3	-0.3	27	2
22	C=CCn1c2cc(C)sc2c2cnn(CC(C)C)c(=O)c21	1.1	0.1	-1	-9
23	Cc1cc(C)cc(NC(=O)C2CC23CCN(C(=O)Cc2cscn2)CC3)c1 (centres undefined)	-0.9	-0.1	-10	0
24	COCCOC(=O)C1=C(N)OC2=C(C(=O)CC(C)(C)C2)C1c1ccc(F)cc1 (centres undefined)	0.2	0.0	14	3
25	Cc1cc(/C=C2/C(=N)N3C=CSC3=NC2=O)c(C)n1-c1ccc(Cl)cc1	4.5	0.0	-4	-5

# Along the list, quoted from above:
# MITF inh, nos. 10 to 16: 1, 4, -4, 18, -4, -2, 8
# GPR151 ag, nos. 10 to 16: 0.5, 1.7, -4.5, 0.5, 0.0, -1.4, -1.4
# TEAD-YAP block, nos. 10 to 16: 0, -3, ., 16, -1, -9, 5

# Part of the list above, reduced to MITF inh, GPR151 ag and TEAD-YAP block:
entry	SMILES	MITF inh	GPR151 ag	TEAD-YAP block
9	COc1ccc(CNc2nc(S(=O)(=O)c3ccccc3)c(Cl)s2)cc1OC	3	0.3	1
20	COc1cc(OC)cc(C2=NC3(CCCC3)NC2=S)c1	0	-0.1	16
6	COc1ccc(CNc2nc3nc4c(c(=O)n3[nH]2)CCC4)cc1	-14	1.5	-1

# Next part
No.	Compound	GPR151 ag	FBW7 activator	MITF inh	TEAD-YAP block
26	O=C1CCC(=O)N1c1ccc(-c2nc3ccccc3s2)cc1	-4.6	0.6	-1	-10
27	CCNC(=S)Nc1sc(C)c(C)c1C(=O)OCC	2.1	-0.3	-1	9
28	CCN(CC)c1ccc(C(=O)Nc2ccc3nc(N4CCCCC4)cc(C)c3c2)cc1	1.0	0.3	-8	12
29	Cc1cccc(C(=O)NCCSc2c(C)[nH]c3ccccc23)c1	-1.6	0.0	-13	-2
30	COc1ccc(NC(=S)N2CCOCC2)c(OC)c1	4.0	0.0	11	2
31	O=C(/C=C/c1ccco1)Nc1nc2ccc(Cl)cc2s1	-1.5	0.2	16	-7
32	Cc1cccc(OCC(=O)NCC2(O)CCCC2)c1	0.1	0.0	2	4
33	O=C1OC(/C=C/c2ccc([N+](=O)[O-])cc2)=NC/1=C/C=C/c1ccccc1	-0.5	-0.1	5	-3
34	COC(=O)C1=CN(CC2CCCO2)C=C(C(=O)OC)C1c1ccc(OC)c(Br)c1 (centres undefined)	0.7	0.4	-14	7
35	COc1ccc(-n2nc3cc(C)c(NC(=O)c4cccc(OC)c4)cc3n2)cc1	1.5	1.1	16	-14
36	O=S(=O)(c1ccc(Br)cc1)N1CCN(Cc2cccc(F)c2)CC1	-1.7	0.5	-3	2
37	COc1cccc2c1OC1(C)C(C(=O)Nc3ccc(Cl)cc3)C2NC(=S)N1c1cccc(C)c1C (centres undefined)	-0.2	-0.4	12	-7
38	COC(=O)c1ccccc1NC1OC(=O)c2ccccc21 (centres undefined)	1.6	-0.3	-4	-1
39	O=C(O)CCC(=O)Nc1ccc(Oc2ccccc2-c2ccccc2)cc1	-1.4	0.1	-16	21
40	Cc1ccc(NC(=O)CSc2nc3ccccc3c(=O)n2Cc2cccs2)cc1Cl	0.7	0.3	13	7
41	CCOC(=O)N1CCN(C(=O)c2cc(C)nc3c2c(C)nn3-c2ccccc2)CC1	-0.7	0.9	-7	7
42	CC1=C(C(=O)OCCc2ccccc2)C(c2cccnc2)C2=C(CC(C)(C)CC2=O)N1 (centres undefined)	-0.4	0.5	-11	9
43	Cc1ccc(NC(=O)c2cccs2)cc1	-3.2	0.4	14	-45
44	CCOC(=O)C1=C(C)NC2=C(C(=O)CCC2)C1c1cc2c(cc1Cl)OCO2 (centres undefined)	-0.4	0.0	-11	12
45	COc1ccc(C2/C(=C(\O)c3ccc(C)cc3)C(=O)C(=O)N2c2nc3ccccc3s2)c(OC)c1 (centres undefined)	-1.4	-0.2	-10	41*
46	Cc1cc(Cl)ccc1OCCOCCNCCN	0.4	-0.1	34	-2
47	COc1ccc(-c2cn3c(NC(C)=O)cnc3cn2)cc1	-0.1	-0.1	16	19
48	O=C(NC1CC1)c1cccc(Nc2ccccc2)n1	-1.8	0.0	-1	-5
49	CC(=O)Cc1ccccc1OC(=O)c1ccco1	-0.7	0.1	-9	-2
50	Cc1cc(/C=C2\C(=O)NC(=O)N(C)C2=O)c(C)n1-c1sc2c(c1C#N)CCCC2	0.3	-0.8	0	-8

# By substructure: the compounds so far containing a cyano group
No.	Compound	GPR151 ag	FBW7 activator	MITF inh	TEAD-YAP block
1	COc1nccnc1NS(=O)(=O)c1ccc(NC(=O)CSC2NC(=O)C(C#N)=C(c3ccccc3)N2)cc1 (centres undefined)	-0.8	-0.1	9	-9
50	Cc1cc(/C=C2\C(=O)NC(=O)N(C)C2=O)c(C)n1-c1sc2c(c1C#N)CCCC2	0.3	-0.8	0	-8

# Further entries:
No.	Compound	GPR151 ag	FBW7 activator	MITF inh	TEAD-YAP block
51	Cc1cc(C=C2C(=O)NC(=S)NC2=O)c(C)n1-c1cccc(Cl)c1	2.4	-0.1	-1	-6
52	COc1ccc(S(=O)(=O)NCCC23CC4CC(CC(C4)C2)C3)cc1	1.4	0.0	7	-1
53	O=C(COc1ccc(C2CCCCC2)cc1)NCCOc1ccccc1Cl	1.0	-0.2	-6	-5
54	CCCC1(C2CCN(C(=O)c3ccccc3OC)CC2)NC(=O)N(Cc2ccco2)C1=O (centres undefined)	0.6	-0.2	-3	-9
55	CC1(C)CC(=O)C2=C(C1)N(c1sc3c(c1C#N)CCCC3)C(N)=C(C#N)C2c1cccs1 (centres undefined)	0.3	-0.2	3	9
56	CC(=O)c1ccc(NC(=S)N2CCN(CCO)CC2)cc1	-1.4	0.1	4	-12
57	O=C(CN(Cc1ccccc1)S(=O)(=O)c1ccc(Cl)cc1)N1CCCCC1	1.3	0.3	21	4
58	O=C(CN1CCN(C(=O)c2cccs2)CC1)c1cccs1	-0.3	0.0	-2	-1
59	c1ccc(-c2cn(-c3ccccc3)c3ncnc(NCc4ccc5c(c4)OCO5)c23)cc1	0.4	-0.2	6	-9
60	COC(=O)c1c(C)[nH]c(C(=O)COC(=O)CCc2ccc(OC)c(OC)c2)c1C	5.7*	0.1	6	5
61	O=C(Cc1ccc(Cl)cc1)N/N=C/c1cc([N+](=O)[O-])ccc1O	-0.8	-0.1	7	15
62	C=CCOC(=O)C1=C(C)N=c2s/c(=C3\C(=O)N(C)c4ccccc43)c(=O)n2C1c1cccs1 (centres undefined)	-0.5	-0.1	7	1
63	O=C(CCc1c[nH]c2ccccc12)OCc1cc([N+](=O)[O-])cc2c1OCOC2	0.9	-0.1	-15	-13
64	c1ccc(Nc2nc(Nc3ccc(-n4ccnc4)cc3)nc3c2ncn3-c2ccsc2)cc1	0.5	0.1	9	25
65	Cc1c(Cl)cccc1S(=O)(=O)N1CCCC(c2nc(-c3cccs3)no2)C1 (centres undefined)	-0.2	0.0	7	1
66	CCOC(=O)c1c(NC(=O)CSc2nnc(CNC(=O)c3c(F)cccc3Cl)n2CCc2ccccc2)sc2c1CCC2	1.2	0.3	1	1
67	CCOc1cc(/C=C2\SC(=Nc3ccccc3)C(C(=O)OC)=C2O)ccc1O	0.4	0.1	-23	-35
68	O=C(c1ccc(Cl)cc1)C1CCN(S(=O)(=O)c2ccc(F)cc2)CC1	-0.5	0.5	21	-8
69	Cc1cccc(-n2c(NN)nc3ccccc3c2=O)c1C	-0.7	0.0	2	9
70	COc1ccc2c(c1)c1nnc(SCC(=O)N3CCCCC3)nc1n2C	-0.1	-0.1	9	-6
71	CCCCN(C(=O)C1CCC1)c1nnc(-c2ccncc2)s1	0.6	-0.3	-10	-19
72	CC(NC(=O)Cn1nnnc1CN(C)C(C)C)c1ccccc1Cl (centres undefined)	-0.3	0.1	3	4
73	COc1cc(Nc2nccn3c(-c4ccc(F)cc4)cnc23)cc(OC)c1OC	-0.3	0.0	3	51*
74	N#CCSc1nc2cc(C(=O)N3CCOCC3)ccc2c(=O)n1Cc1ccccc1	1.0	0.0	0	-11
75	CCC(C)c1ccccc1NC(=O)C(C)Cl (centres undefined)	-0.9	-0.2	-5	-3
76	O=C(Nc1ccc(Cl)cc1)c1cnn2cccnc12	-0.7	0.1	8	-45
77	Nc1c(C(=O)Nc2ccc3c(c2)OCO3)sc2nc3cc4c(cc3cc12)OCCO4	2.4	-0.1	4	-45
78	O=S(=O)(Nc1ccc(N2CCC(NCc3cccnc3)CC2)cc1)c1ccccc1	-1.6	-0.1	13	2
79	COc1ccc2o/c(=N\O)c(C(=O)Nc3ccccc3C)cc2c1	0.0	-0.1	-3	-41
80	Cc1ccc(C(=O)NCCc2nnc3n2CCN(C(=O)/C=C/c2ccccn2)CC3)cc1	-0.9	0.2	2	6
81	COc1ccc(OC)c(/C=N/Nc2nc(Nc3ccccc3)nc(N3CCCCC3)n2)c1	0.9	-0.2	6	14
82	Cc1cccc(C(=O)Nc2cccc(C(=O)Nc3ccc(C(=O)Nc4ccc(Cl)cc4C)cc3)c2)c1	-0.4	0.0	-8	-13
83	CCOC(=O)C1=C(C)N=c2s/c(=C\c3cc(Br)ccc3OC)c(=O)n2C1c1ccc(OC)c(OC)c1 (centres undefined)	0.8	-0.1	-7	-9
84	COc1cccc(Cn2c(C)c(CNCc3ccc(C)cc3)c(C(=O)O)c2C)c1	0.4	-0.3	1	9
85	CCC(C(=O)NCCCN1CCOCC1)n1nc(C)n2c(cc3sccc32)c1=O (centres undefined)	0.3	-0.2	6	-9
86	CCOc1ccc(NC(=O)C(C)Sc2nc3ccccc3c(=O)n2-c2ccccc2)cc1 (centres undefined)	-0.2	-0.1	9	10
87	CN(C)c1ccc(C=Nc2ccc(N(C)C)cc2)cc1	0.2	0.0	5	11
88	O=C(CCCn1c(=S)[nH]c2ccccc2c1=O)N1CCN(c2ccccn2)CC1	-0.2	-0.1	7	-6
89	Fc1cccc(Cl)c1COn1nnc2ccccc21	-2.1	0.1	1	-43
90	O=C(COc1ccc(Br)cc1Cl)Nc1ccc2c(c1)OCCO2	-1.4	0.1	-1	-20
91	CCOc1cccc2cc(C(=O)N3CCN(c4ccccc4)CC3)oc12	0.8	0.3	-15	-9
92	Cc1[nH]c2ccccc2c1/C=N/NC(=O)c1ccc(NS(=O)(=O)c2cccs2)cc1	-1.6	0.1	0	4
93	N#C/C(=C\c1ccc2c(c1)OCO2)C(=O)NCc1ccccc1	3.4	-0.1	-1	-18
94	CCSc1nnc(NC(=O)C2CCCCC2)s1	1.2	0.0	3	-32
95	N#Cc1c(NC(=O)c2ccc(S(=O)(=O)N3CCCCC3)cc2)sc2c1CCCC2	2.2	-0.1	6	1
96	CC(=O)c1ccc(N=c2scc(-c3ccco3)n2CCCN2CCCC2=O)cc1	0.4	-0.3	-4	-1
97	O=C(O)c1ccccc1C(=O)c1ccc(Cl)c(N2C(=O)CCC2=O)c1	1.3	-0.1	-18	-8
98	Cc1ccc(C(=O)O)cc1NC(=O)Nc1ccc([N+](=O)[O-])cc1	2.3	-0.2	5	10
99	Cc1nc(N(C)CCC#N)c2c(-c3ccccc3)csc2n1	1.0	0.1	7	1
